NCOA1 inh: inhibits human SRC1 coactivator; Q15788; inhibition, % at 3.6 µM; AID 588354; HEK293 GAL4-SRC1 luciferase reporter, luminescence; actives 0.12% (n = 360,000);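 active = inhibition above the campaign mean plus 3 SD, with each screening campaign given its own cutoff, cut at about 60% in these data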;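 also: 0% = DMSO treated cells and 100% = gossypol at 36 µM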
SRC3 inh: human NCOA3 inhibition; HEK293 GAL4-SRC3 luciferase reporter, luminescence; inhibition, % at 3.6 µM; actives 0.17% (n = 360,000);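 active = inhibition above a per-campaign cutoff, the mean of all compounds plus 3 SD, cut at about 60% in these data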;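 also: 0% = DMSO-treated cells and 100% = gossypol-treated cells at 36 µM; higher means less SRC3-driven luciferase light from the GAL4 reporter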
Target sequence (Q9Y6Q9 whole entry, looked up, the tested form may be a part): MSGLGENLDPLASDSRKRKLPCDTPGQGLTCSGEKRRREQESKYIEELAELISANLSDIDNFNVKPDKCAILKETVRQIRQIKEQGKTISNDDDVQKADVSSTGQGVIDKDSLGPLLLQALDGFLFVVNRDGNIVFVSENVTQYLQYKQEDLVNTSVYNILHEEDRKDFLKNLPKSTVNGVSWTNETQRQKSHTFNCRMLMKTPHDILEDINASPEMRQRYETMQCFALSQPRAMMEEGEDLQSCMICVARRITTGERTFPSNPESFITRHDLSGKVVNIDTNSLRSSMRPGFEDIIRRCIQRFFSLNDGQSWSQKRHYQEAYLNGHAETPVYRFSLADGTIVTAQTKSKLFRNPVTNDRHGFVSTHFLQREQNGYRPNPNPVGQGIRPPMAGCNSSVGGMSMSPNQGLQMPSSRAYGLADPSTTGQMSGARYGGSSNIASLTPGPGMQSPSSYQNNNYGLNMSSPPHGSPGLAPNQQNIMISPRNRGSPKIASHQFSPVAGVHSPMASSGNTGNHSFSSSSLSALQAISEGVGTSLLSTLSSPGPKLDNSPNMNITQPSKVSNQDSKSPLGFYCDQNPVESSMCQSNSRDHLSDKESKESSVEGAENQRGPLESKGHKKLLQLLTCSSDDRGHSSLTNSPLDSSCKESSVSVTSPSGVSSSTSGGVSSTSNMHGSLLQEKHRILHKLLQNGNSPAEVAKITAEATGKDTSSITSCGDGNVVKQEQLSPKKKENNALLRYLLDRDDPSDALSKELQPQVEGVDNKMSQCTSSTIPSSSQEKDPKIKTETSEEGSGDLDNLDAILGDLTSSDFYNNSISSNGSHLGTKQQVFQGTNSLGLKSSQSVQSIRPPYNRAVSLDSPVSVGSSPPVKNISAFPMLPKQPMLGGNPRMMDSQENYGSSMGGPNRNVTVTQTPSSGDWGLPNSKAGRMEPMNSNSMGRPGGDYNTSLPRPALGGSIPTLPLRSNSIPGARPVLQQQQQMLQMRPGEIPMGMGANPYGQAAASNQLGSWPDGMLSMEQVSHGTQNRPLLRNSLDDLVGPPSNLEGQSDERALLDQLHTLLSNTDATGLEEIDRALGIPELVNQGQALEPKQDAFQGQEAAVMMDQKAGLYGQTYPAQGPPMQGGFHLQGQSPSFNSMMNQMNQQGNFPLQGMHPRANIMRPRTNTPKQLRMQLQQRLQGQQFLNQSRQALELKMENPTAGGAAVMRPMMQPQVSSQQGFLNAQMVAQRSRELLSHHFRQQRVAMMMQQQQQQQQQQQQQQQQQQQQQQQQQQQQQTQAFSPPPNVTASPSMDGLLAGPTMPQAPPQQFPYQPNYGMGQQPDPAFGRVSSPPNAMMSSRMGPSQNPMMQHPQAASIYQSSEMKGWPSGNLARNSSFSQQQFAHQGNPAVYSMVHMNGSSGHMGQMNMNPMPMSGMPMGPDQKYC
Granule exo inh: blocks lytic granule exocytosis | TALL-104 LAMP-1 surface exposure, flow cytometry; cells stimulated with thapsigargin and PMA | inhibition, % at 10 µM | actives 0.66% (n = 360,000) | AID 651702;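 active = inhibition above about 55%, limit read from the data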
TROY NFkB inh: blocks TROY-dependent signaling in reporter cells; actives 0.98% (n = 360,000); Q293 LMP1-TROYcd NF-kB luciferase reporter, 4 h; AID 1347056; inhibition, % at 10 µM;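 active = compounds whose plate-normalised and pattern-corrected inhibition of the luciferase reporter signal at the single screening dose is 50% or more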
TWEAK-Fn14 inh: blocks TWEAK-Fn14 interaction in a reporter cell assay. TWEAK-stimulated Fn14 reporter cells, luciferase luminescence, 8 h. inhibition, % at 10 µM. actives 2% (n = 360,000). AID 1159606; in the data active = inhibition above about 50%
TLR9-MyD88 inh: blocks human TLR9 binding to MyD88 | actives 0.21% (n = 340,000) | CHO BLA complementation TLR9-MyD88, CCF4 FRET ratio | AID 504734 | inhibition, % at 4.98 µM | Q9NR96+Q99836;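 active = inhibition above the mean over all tested compounds plus 3 SD, cut at about 21% in these data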;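 also: 0% = DMSO only wells and 100% = clavulanate BLA inhibitor control wells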
ABHD5 PLIN5 PPI: blocks binding of human ABHD5 to perilipin-5; Split G. princeps luciferase complementation, luminescence, 4 h; actives 0.78% (n = 360,000); AID 602281; Q00G26+Q8WTS1; inhibition, % at 4 µM;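 active = inhibition above the mean inhibition across every tested compound plus 3 SD, cut at about 22% in these data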;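 also: 0% = DMSO only wells and the 100% control is not disclosed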
NCOA2 inhibitor: human SRC2 (NCOA2) inhibition; AID 651957; actives 0.17% (n = 370,000); HEK293 GAL4-SRC2 luciferase reporter, luminescence; inhibition, % at 9 µM;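 active = inhibition above the mean inhibition of all tested compounds plus 3 SD, set per campaign, cut at about 52% in these data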;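 also: 0% = DMSO treated cells and 100% = cells given Gossypol at 36 µM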
COUP-TFII inh: inhibitors of human COUP-TFII (NR2F2) | P24468 | HEK293T NGFI-A luciferase reporter, luminescence | inhibition, % at 8.6 µM | actives 0.7% (n = 370,000) | AID 686940;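 active = inhibition above a per-plate cutoff, mean inhibition of test wells between control levels plus 3 SD, cut at about 38% in these data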;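 also: cells cotransfected with COUP-TFII expression vector driving the NGFI-A reporter; 0% = median of COUP-TF2 test wells and 100% = reporter-only cells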
LRH-1 inv ag: NR5A2 inverse agonism in reporter assay. O00482. HEK293T StAR-luciferase reporter, LRH-1 transfected, 24 h. inhibition, % at 3.6 µM. actives 0.13% (n = 360,000). AID 602396;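 active = inhibition above the mean inhibition of all tested compounds plus 3 SD, cut at about 73% in these data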;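 also: 0% = DMSO wells and 100% = reporter-only cells lacking LRH-1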
NOD2 RIPK2 PPI: NOD2-RIPK2 protein interaction inhibition | O43353 | inhibition, % at 4.98 µM | CHO BLA complementation NOD2-RIPK2, CCF4 ratio | AID 624267 | actives 0.38% (n = 360,000); in the data active = inhibition above about 21%;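 also: 0% = vehicle only and 100% = reference blocker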
The depositor's hits bear a star; . = not tested or not shown. Not all compounds are listed; rates above refer to the full screens.

SMILES | NCOA1 inh | SRC3 inh | Granule exo inh | TROY NFkB inh | TWEAK-Fn14 inh | TLR9-MyD88 inh | ABHD5 PLIN5 PPI | NCOA2 inhibitor | COUP-TFII inh | LRH-1 inv ag | NOD2 RIPK2 PPI
O=C(NC1CCCC1)C(c1ccncc1)N(C(=O)c1csnn1)C1CCCC1 (stereo not given) | -4 | 19 | -2 | 18 | 4 | -3 | -5 | -15 | 8 | -1 | 2
O=C1c2ccccc2C(=O)N1CCc1nc(-c2ccccn2)no1 | -21 | 8 | 3 | 36 | 19 | 9 | 7 | -9 | 5 | 3 | -2
Cc1nc(SCC(=O)NCC2COc3ccccc3O2)c2c(C)c(C)sc2n1 (stereo not given) | -6 | 9 | 0 | 15 | -8 | 4 | -2 | -7 | 10 | -20 | 3
O=C(c1c[nH]c(C(=O)C(Cl)(Cl)Cl)c1)c1c(F)cccc1F | -1 | -2 | 14 | 4 | -25 | 4 | 0 | 18 | -1 | 19 | -2
O=C1OCCC1Sc1ncnc2sccc12 (stereo not given) | -17 | 23 | -4 | 2 | -5 | 5 | -1 | 22 | -9 | 2 | -1
COC(=O)C(NC(=O)c1ccccc1C(=O)O)c1ccc2ccccc2c1 (stereo not given) | -7 | -8 | -10 | 22 | -8 | -5 | -1 | -5 | 13 | -2 | -18
O=[N+]([O-])c1ccccc1/C=N/Nc1nccnc1Cl | -84 | -60 | 0 | -3 | -12 | 0 | 6 | -38 | -15 | -108 | 3
O=S(=O)(Nc1cccc(-c2ccc3nncn3n2)c1)c1cc(F)ccc1F | -9 | 4 | -2 | 9 | -9 | -4 | -3 | 4 | -5 | 14 | -11
Cc1cccc2cc(COC(=O)C(C)C)c(=O)[nH]c12 | -2 | 5 | -1 | -26 | -7 | -8 | 2 | -7 | 9 | -14 | -1
Cn1cccc1CNCc1ccccc1Cl | -4 | -5 | 2 | -2 | 10 | 0 | -2 | -10 | 4 | 5 | 5
CCn1cc(C(=O)NCCCN(C)c2ccccc2)c(=O)c2cc(S(=O)(=O)N(C)C)ccc21 | -17 | 1 | 6 | -4 | -12 | 3 | 2 | -18 | 5 | -1 | -11
Cc1ccccc1-n1c(-c2ccc(Br)o2)n[nH]c1=S | 2 | 12 | -6 | -15 | -14 | 3 | -10 | 2 | 10 | 7 | 2
COc1cc(OC)cc(C(=O)NCCC(=O)NCCc2ccc(OC)c(OC)c2)c1 | -3 | 4 | 4 | 15 | -8 | -9 | -5 | 8 | 5 | -10 | -2
Cc1cccc(N(CC(=O)NC2CCCCC2)C(=O)c2c(C)noc2C)c1 | -3 | 8 | -1 | 19 | -6 | -9 | 4 | -19 | 13 | 6 | 4
CCC(=O)Nc1ccc(NC(=O)c2cccc(OC)c2)nc1 | -70 | -38 | -3 | -31 | 1 | -10 | 4 | -70 | -38 | -79 | -5
COC(=O)c1ccc(C(=O)OC)c(NC(=O)CN(C)Cc2ccc(Cl)c(Cl)c2)c1 | 7 | 8 | 1 | -22 | -25 | 11 | 0 | 8 | 7 | -4 | -15
COc1cccc(C(O)c2nc(/C=C/c3ccccc3)cs2)c1 (stereo not given) | -2 | -3 | -7 | -25 | -17 | . | 2 | -10 | 11 | 7 | 6
C=CCOc1ccc(C2NC(=O)c3ccccc3O2)cc1OCC (stereo not given) | -5 | -2 | 3 | 4 | 9 | 0 | -10 | 6 | 5 | 9 | -12
Cc1cc(C(=O)N/N=C/c2ccc3c(c2)OCO3)c(C)o1 | -78 | -36 | -4 | -48 | -39 | 5 | -8 | -95 | -52 | -45 | 2
COc1c(F)c(F)cc2c(=O)c(C(=O)O)cn(C3CC3)c12 | -1 | -27 | -7 | -1 | -31 | 7 | 7 | 3 | -5 | -9 | 1
COc1ccccc1Nc1ccc(N)cc1 | -13 | 10 | 0 | 1 | 20 | -2 | 13 | 10 | 1 | 9 | -4
CCCS(=O)(=O)N1CCCC(C(=O)NCC(OC)OC)C1 (stereo not given) | -13 | -17 | -2 | 16 | -10 | 7 | 3 | -7 | 20 | -2 | 8
COCOc1cccc(CN2CCC2(C)C(=O)Nc2cc(OC)ccc2OC)c1 (stereo not given) | 1 | 1 | -2 | 10 | 13 | . | 1 | -41 | 4 | -16 | 2
O=C1NC(Nc2nc3ccccc3s2)(C(F)(F)F)C(=O)N1C1CCCCC1 (stereo not given) | 2 | 8 | -1 | 5 | 25 | -15 | -2 | -8 | 16 | 19 | -7
COc1ccc(CCN2CC(C(=O)NCCc3cn[nH]c3)CCC2=O)cc1 (stereo not given) | -6 | -13 | -3 | -10 | 10 | -4 | 9 | -14 | 8 | 4 | -8
COc1ccccc1NC(=O)CN1CCN(CC(=O)Nc2ccc(Cl)c(C(F)(F)F)c2)CC1 | 2 | 5 | 5 | 18 | 24 | 1 | -2 | 11 | 7 | 22 | 7
CC(C)c1ccc(NC2CCCN(C(=O)C3=NN(C)C(=O)CC3)C2)cc1 (stereo not given) | -2 | 4 | 0 | 3 | -8 | -5 | 4 | 3 | 12 | 21 | -8
CCCCN1C(=O)C(CC(=O)NC(c2ccccc2)c2ccccc2)CC(C(=O)N2CCCCCC2)=C1C (stereo not given) | . | . | 3 | 1 | 1 | . | -2 | -16 | -23 | -9 | -8
COc1ccc(NC(=S)N2CCN(c3ccc([N+](=O)[O-])cc3)CC2)cc1OC | -9 | 8 | 1 | 19 | 4 | 1 | -1 | -6 | -13 | -9 | -12
O=C(O)c1ccc(N/N=C/c2cccc3nccnc23)cc1 | -43 | -40 | -3 | -6 | 0 | -8 | 8 | -37 | 4 | -70 | -2
CC1=C(C(=O)Nc2ccc(C)cc2)C(c2cccs2)NC(=S)N1 (stereo not given) | -42 | -5 | -1 | -61 | -13 | 10 | -3 | -40 | -7 | -34 | -5
Cc1nc2ccccc2n1CSc1ccccc1 | 7 | 6 | -2 | 4 | 2 | -2 | 2 | 16 | 9 | 21 | 2
COc1ccc(C(=O)OCC(=O)Nc2ccccc2)cc1[N+](=O)[O-] | -3 | 7 | 0 | 1 | 1 | -1 | 6 | -21 | 14 | 5 | -1
Cc1ccc(CNC(=O)Cn2ccc3ccccc3c2=O)o1 | -3 | -12 | 1 | -27 | 2 | 3 | 7 | 13 | 7 | 8 | 2
Cn1c(=O)c2c(ncn2CC(=O)NC2CCCCC2)n(C)c1=O | -1 | 7 | -1 | 6 | 7 | 1 | 11 | 1 | -11 | 11 | -16
Cc1ccc(-c2cn3cccnc3n2)cc1NC(=O)c1ccc(Br)o1 | 5 | -19 | -2 | -8 | -26 | 11 | -1 | 3 | -18 | -1 | 0
CCCc1cc(C(=O)Nc2cccnc2Cl)no1 | -36 | -45 | 3 | -50 | -12 | -2 | -3 | -48 | -16 | -43 | 5
Cc1cc(C(F)F)n2nc(C(=O)Nc3cccnc3Cl)nc2n1 | -7 | 2 | -2 | -3 | -9 | -10 | -3 | 8 | -4 | -4 | -3
COC(=O)c1ccc(C(=O)Nc2cc(Cl)ccc2Cl)cc1NC(=O)c1ccc(N(C)C)cc1 | 1 | 14 | 7 | -14 | -43 | 9 | -6 | 12 | 7 | 25 | -17
CCOc1nonc1C(=N)/C(C(C)=O)=C(\C)O | 5 | 0 | -1 | . | 12 | -4 | -4 | 6 | 9 | -11 | -6

An excerpt from above, reduced to ABHD5 PLIN5 PPI:
| SMILES | ABHD5 PLIN5 PPI |
| --- | --- |
| CCCS(=O)(=O)N1CCCC(C(=O)NCC(OC)OC)C1 (stereo not given) | 3 |
| Cc1ccc(-c2cn3cccnc3n2)cc1NC(=O)c1ccc(Br)o1 | -1 |
| CCOc1nonc1C(=N)/C(C(C)=O)=C(\C)O | -4 |

Next compounds follow.
SMILES | NCOA1 inh | SRC3 inh | Granule exo inh | TROY NFkB inh | TWEAK-Fn14 inh | TLR9-MyD88 inh | ABHD5 PLIN5 PPI | NCOA2 inhibitor | COUP-TFII inh | LRH-1 inv ag | NOD2 RIPK2 PPI
CC(C)(C)OC(=O)NCc1ccc(NC(=O)c2nc[nH]c2C(=O)N[C@@H](Cc2ccccc2)C(=O)OCc2ccccc2)cc1 | -11 | -3 | -8 | 12 | 9 | -9 | -12 | 3 | 6 | -8 | -4
O=C(CCN1C(=O)/C(=C/c2cccs2)SC1=S)NNC(=O)c1cccc(O)c1 | 3 | 17 | 4 | 22 | -8 | 11 | 5 | -7 | 1 | 13 | -4
Cc1ccc(-n2nc(C)c3c2OC(N)=C(C#N)C3c2ccoc2)cc1 (stereo not given) | 0 | 8 | -4 | 2 | 9 | 2 | -13 | -29 | 20 | 5 | 0
Cc1noc(C)c1C(=O)N1CCC1(C)C(=O)NS(=O)(=O)c1ccc(Br)cc1 (stereo not given) | -3 | -13 | -5 | -15 | 8 | . | -4 | -29 | -4 | -12 | -6
O=C(Nc1cccc2ccccc12)NC1CCCc2ccccc21 (stereo not given) | -8 | 13 | 0 | -11 | 5 | 2 | -6 | 5 | 11 | -2 | 4
COc1ccc(C(=O)NC(=O)COC(=O)c2ccc(C)o2)cc1 | 5 | 11 | -1 | 2 | 5 | -15 | 10 | -21 | -2 | -1 | -7
Cc1c(OCC(=O)NC2CCN(Cc3ccccc3)CC2)ccc2c3c(c(=O)oc12)CCC3 | -2 | -39 | 2 | -4 | -46 | 2 | -8 | 26 | -6 | -26 | -4
O=C(NC(c1ccccc1)c1ccc2ccccc2n1)C1CCN(Cc2ccc(Oc3ccccc3)cc2)CC1 (stereo not given) | -9 | -22 | -3 | 4 | 7 | . | -5 | 7 | -1 | -6 | -7
Cc1ccc(OCCNC(=O)c2cccc(C)c2)cc1 | -1 | -12 | 4 | -10 | -2 | -7 | 2 | -9 | 4 | 3 | -7
Cc1[nH]c2ccccc2c1C(=O)CN1CCC2(CC1)OCCO2 | 10 | 16 | -1 | 8 | 25 | 0 | 2 | 6 | 11 | 7 | -5
Cc1occc1C(=O)N1CCCC(N2CCN(c3cccc(C(F)(F)F)c3)CC2)C1 (stereo not given) | 2 | -1 | 1 | 15 | -8 | -15 | 2 | -17 | 24 | -9 | -5
COc1ccc(C=C2SC(=S)NC2=O)cc1 | -13 | -19 | 8 | -24 | 2 | -16 | -1 | -4 | -20 | -4 | 0
COc1ccc(C(=O)N(C)Cc2ccccn2)cc1OC1CCN(C(C)C)CC1 | 5 | 7 | -7 | 2 | 12 | -3 | -8 | 3 | 4 | -5 | -4
COC(=O)CCCC[C@@H]1O[C@H](CCc2ccccc2)Cc2[nH][nH]c(=O)c21 | . | . | 4 | 14 | -11 | . | -7 | 2 | 8 | -22 | 0
CC(=O)NC(CC(=O)OCc1ccc([N+](=O)[O-])cc1)c1ccccc1 (stereo not given) | 1 | 1 | -2 | -12 | 6 | 2 | -2 | -5 | -9 | 15 | -4
COC(=O)[C@]12CCCCC=C1N(CCC1=CCCCC1)C(=O)[C@H](CC(=O)NCCCCc1ccccc1)C2 | . | . | 8 | -1 | 25 | . | 9 | 27 | 2 | -2 | -7
